Source: PubChem
PLAP activator: PLAP enzyme activators, biochemical, luminescence, HTS; Alkaline phosphatase, placental type (Homo sapiens), P05187; purified PLAP enzyme, luminescent substrate read-out; stronger effect = higher value; activation fold at 20 µM; 96,000 compounds, 1.2% hits; AID 696, 2007; in the data active = activation fold above about 2
E coli WT exp: growth inhibitors of wild-type E. coli, primary screen, strain BW25113, expanded library, OD600; growth inhibition, % at 100 µM; 98,000 compounds, 0.15% hits; OD600 absorbance; AID 710, 2007;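 active = growth inhibition above about 50% at one test dose, limit read from the data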;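 also: growth measured after 20 h incubation at 37 °C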
PostGolgi yeast: phenotypic screen on post-Golgi transport, primary screen; 98,000 compounds, 0.9% hits; inhibition, % at 10 µM; post-Golgi transport phenotypic cell assay; in the data active = inhibition above about 30%;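 also: yeast cells grown in 1536-well plates; yeast grown about 18 h at 30C before absorbance read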
CYP2C19 inhib: blockers of cytochrome P450 2C19 activity – biochemical, luminescence, ADME assay, primary screen; CYP2C19 Supersomes, luciferin-H EGE luminescence, 30 min; inhibition, % at 5 µM; 96,000 compounds, 21% hits; AID 778, 2007;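 active = CYP2C19 inhibition above a set limit at 5 µM in the primary screen, cut at about 50% in these data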;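 also: plate controls were negative control wells for no effect and 2.5 mM tranylcypromine positive control for full effect; values of inactives mirror those of a sister screen read the other way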
CYP2C19 activ: human CYP2C19 activators, primary screen, biochemical, luminescence; 96,000 tested, under 10 active; activation factor at 5 µM; recombinant CYP2C19, luciferin-H EGE luminescence; stronger effect = higher value; 0 = fully inhibited enzyme, 1 = untreated enzyme;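 active = activation factor of at least 2 at 5 µM in the primary screen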;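 also: 0 = wells with 2.5 mM tranylcypromine and 1 = vehicle-only wells; values of inactives mirror those of a sister screen read the other way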
Pyk2 oligo antag: antagonists of Pyk2 self-association, primary screen, Q293 cells, FERM NanoBiT luminescence, HTS; stronger effect = lower value; Protein-tyrosine kinase 2-beta (Homo sapiens), Q14289; z-score (the deposit names both 25 µM and 10 µM); 99,000 compounds, 0.83% hits; AID 1347419, 2020;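 active = Z-score of -3 or lower, scaled per plate to the spread of control and sample wells; inactive = z-score above -3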;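 also: negative z-score means lost luminescence so less FERM oligomerization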
CYP2C9 inh: blockers of cytochrome P450 2C9 activity – biochemical, luminescence, ADME assay, primary screen; P11712; CYP2C9 Supersomes, luciferin-H conversion; inhibition, % at 5 µM; 96,000 compounds, 20% hits; AID 777, 2007;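 active = blocking of liver enzyme CYP2C9 beyond about 50% at 5 µM, limit read from the data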; also: values of inactives mirror those of a sister screen read the other way
EphB4 ephrin blk: EphB4-ephrin-B2 interaction antagonists, primary screen, biochemical, TNYL-RAW peptide probe, fluorescence polarization. EphB4 LBD / TNYL-RAW-Alexa532 peptide. inhibition, % at 7 µM. AID 720, 2007. Ephrin type-B receptor 4 (Homo sapiens), P54760. 97,000 compounds, 0.15% hits;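 active = inhibition above the screen-wide mean inhibition plus 3 SD, cut at about 15% in these data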;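 also: 0% = DMSO wells and 100% = excess unlabeled TNYL-RAW peptide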
Target sequence (P54760 whole entry, looked up, the tested form may be a part): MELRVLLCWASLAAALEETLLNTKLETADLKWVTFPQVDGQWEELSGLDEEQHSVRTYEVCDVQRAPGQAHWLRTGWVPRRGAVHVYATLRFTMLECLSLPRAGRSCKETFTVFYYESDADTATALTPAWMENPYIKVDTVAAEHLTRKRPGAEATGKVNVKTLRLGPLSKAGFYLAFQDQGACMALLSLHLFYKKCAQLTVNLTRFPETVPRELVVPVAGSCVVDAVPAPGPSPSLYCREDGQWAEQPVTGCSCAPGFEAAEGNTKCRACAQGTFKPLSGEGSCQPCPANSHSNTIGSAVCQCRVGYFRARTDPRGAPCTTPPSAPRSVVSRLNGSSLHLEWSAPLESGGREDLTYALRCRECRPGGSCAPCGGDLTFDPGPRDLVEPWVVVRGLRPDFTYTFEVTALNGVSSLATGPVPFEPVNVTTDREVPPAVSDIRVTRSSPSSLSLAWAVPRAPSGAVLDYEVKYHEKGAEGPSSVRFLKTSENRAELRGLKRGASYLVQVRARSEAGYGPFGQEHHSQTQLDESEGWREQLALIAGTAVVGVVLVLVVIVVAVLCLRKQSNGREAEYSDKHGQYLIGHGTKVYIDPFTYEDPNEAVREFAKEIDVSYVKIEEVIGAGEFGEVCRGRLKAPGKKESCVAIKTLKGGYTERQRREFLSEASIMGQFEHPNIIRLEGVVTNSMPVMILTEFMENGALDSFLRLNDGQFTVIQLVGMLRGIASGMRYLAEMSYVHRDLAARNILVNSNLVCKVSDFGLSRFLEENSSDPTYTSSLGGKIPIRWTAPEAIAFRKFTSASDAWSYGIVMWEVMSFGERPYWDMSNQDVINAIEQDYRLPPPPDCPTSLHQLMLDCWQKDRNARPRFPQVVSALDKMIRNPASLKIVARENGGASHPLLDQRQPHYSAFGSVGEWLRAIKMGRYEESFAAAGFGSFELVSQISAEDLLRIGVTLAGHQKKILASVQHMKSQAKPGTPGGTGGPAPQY
CYP2C9 act: human CYP2C9 activators, primary screen, biochemical, luminescence; recombinant CYP2C9, luciferin-H conversion; stronger effect = higher value; factor 1 = untreated enzyme, 0 = blocked; activation factor at 5 µM; 96,000 compounds, 1.4% hits; Cytochrome P450 2C9 (Homo sapiens), P11712;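 active = activation factor of 2 or more for CYP2C9 at a 5 µM dose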;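 also: 0 = sulfaphenazole-blocked wells and 1 = vehicle-only wells; values of inactives mirror those of a sister screen read the other way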
* marks the source's active call; other numbers are inactive results; . = not tested or not shown. Compounds as they come. About 31% of those tested had a hit in this group.

#	smiles	PLAP activator	E coli WT exp	PostGolgi yeast	CYP2C19 inhib	CYP2C19 activ
1	CCC(CC)c1nnc(NC(=O)Oc2ccccc2)s1	1	12	-8	5	0.9
2	CCC(=O)N1CCNC(=O)C1CC(=O)Nc1ccc(C)c(Cl)c1 (stereo not drawn)	1.1	4	-1	-6	1.1
3	CCCCCC(=O)NC(=S)Nc1ccccc1C(=O)OC	0.9	10	11	28	0.7
4	Cc1cc(C)c(C(=O)/C=C/c2ccc(C(C)C)cc2)c(=O)[nH]1	0.9	3	-6	44	0.6
5	Cc1cc(C)n(-c2ccc(C(=O)Nc3ccccc3N3CCOCC3)cc2)n1	1.3	3	8	12	0.9
6	Cc1ccc(NC(=O)CSCC(=O)Nc2ccc(N3CCOCC3)c(Cl)c2)cc1	1	7	-10	25	0.8
7	CSc1nnc2c3ccccc3c3ccccc3c2n1	1	-13	-3	28	0.7
8	CC(C)Cc1cc(C(=O)Nc2sc3c(c2C#N)CCCC3)no1	1.2	-2	-1	-8	1.1
9	CCOC(=O)C1CCCN(c2c(NCCN(CC)c3ccccc3)c(=O)c2=O)C1 (stereo not drawn)	0.9	7	-2	68*	0.3
10	CC1CCN(C(=S)c2ccc3c(c2)OCO3)CC1	1	5	7	99*	0
11	CN(C)CCNC(=O)C(C(=O)c1ccccc1)n1ccccc1=O (stereo not drawn)	0.9	-5	-5	-10	1.1
12	COc1cccc(C(=O)NC2CCN(CC(=O)Nc3nccs3)CC2)c1	1.3	2	0	9	0.9

#	Pyk2 oligo antag	CYP2C9 inh	EphB4 ephrin blk	CYP2C9 act
1	0.33	56*	4	0.4
2	-0.03	-11	2	1.1
3	0.94	12	-1	0.9
4	-2.8	-20	-4	1.2
5	-1.2	19	-7	0.8
6	-1.2	46	8	0.5
7	0.92	0	5	1
8	.	-5	.	1.1
9	.	27	-1	0.7
10	-0.11	27	3	0.7
11	0.02	-4	6	1
12	-0.06	7	-4	0.9

(more compounds)
#	smiles	PLAP activator	E coli WT exp	PostGolgi yeast	CYP2C19 inhib	CYP2C19 activ
13	CCN1C(=O)CC(C(=O)NC)SC1=Nc1cc(Cl)c(O)c(Cl)c1 (stereo not drawn)	1	-2	1	7	0.9
14	C[C@@H](C(=O)NCc1ccccc1)N1C(=O)C2CC=CCC2C1=O (stereo partly drawn)	1.4	4	1	-3	1
15	O=C(Cn1cnc2c(nnn2Cc2ccccc2F)c1=O)NCc1ccco1	1	-2	-4	0	1
16	COc1ccc(NC(=O)CN2CCN(C(=O)c3ccco3)CC2)c(OC)c1	1.1	-4	-11	9	0.9
17	FC(F)(F)c1cc(-c2ccco2)nc(N2CCOCC2)n1	1	-2	5	-16	1.2
18	CCNC(=O)CC1SC(=Nc2cccc(Cl)c2C)N(C)C1=O (stereo not drawn)	.	3	2	.	.
19	Cc1ccc2cc(CN(C(=O)C3CCCO3)C3CCCCC3)c(=O)[nH]c2c1 (stereo not drawn)	1.1	0	-1	8	0.9
20	CCc1ccc(N2CC(C(=O)Nc3ccccc3F)CC2=O)cc1 (stereo not drawn)	1.1	5	-8	46	0.5
21	O=C(N/N=C/c1ccc(F)c(F)c1)c1cc2c(s1)-c1ccccc1CC2	0.9	-12	8	-5	1
22	O=C(NCc1cccnc1)C1CCN(C(=O)c2ccc(Cl)cc2Cl)CC1	1.2	11	12	5	1
23	Oc1sc(C=Nc2ccccc2)c2ccccc12	1	0	-2	44	0.6
24	CCOc1ccc(N(CC(=O)Nc2nccs2)S(=O)(=O)c2c(C)noc2C)cc1	0.9	-10	-6	71*	0.3

#	Pyk2 oligo antag	CYP2C9 inh	EphB4 ephrin blk	CYP2C9 act
13	-0.22	19	5	0.8
14	0.65	-22	-6	1.2
15	-0.15	-15	-3	1.1
16	0.05	13	1	0.9
17	-0.05	-16	-2	1.2
18	1.9	.	4	.
19	-0.02	45	-6	0.5
20	0.44	82*	2	0.2
21	1.3	-28	-4	1.3
22	0.33	4	0	1
23	-1.2	7	-1	0.9
24	.	64*	-1	0.4

5 entries drawn at random from those above:
#	smiles	PLAP activator	E coli WT exp	PostGolgi yeast	CYP2C19 inhib	CYP2C19 activ
24	CCOc1ccc(N(CC(=O)Nc2nccs2)S(=O)(=O)c2c(C)noc2C)cc1	0.9	-10	-6	71*	0.3
22	O=C(NCc1cccnc1)C1CCN(C(=O)c2ccc(Cl)cc2Cl)CC1	1.2	11	12	5	1
16	COc1ccc(NC(=O)CN2CCN(C(=O)c3ccco3)CC2)c(OC)c1	1.1	-4	-11	9	0.9
21	O=C(N/N=C/c1ccc(F)c(F)c1)c1cc2c(s1)-c1ccccc1CC2	0.9	-12	8	-5	1
17	FC(F)(F)c1cc(-c2ccco2)nc(N2CCOCC2)n1	1	-2	5	-16	1.2

#	Pyk2 oligo antag	CYP2C9 inh	EphB4 ephrin blk	CYP2C9 act
24	.	64*	-1	0.4
22	0.33	4	0	1
16	0.05	13	1	0.9
21	1.3	-28	-4	1.3
17	-0.05	-16	-2	1.2

Remaining list, next part:
#	smiles	PLAP activator	E coli WT exp	PostGolgi yeast	CYP2C19 inhib	CYP2C19 activ
25	CNC(=O)/C(=C\C=C\c1ccccc1)NC(=O)c1ccc([N+](=O)[O-])cc1	0.9	12	4	24	0.8
26	CC(C)SCc1nc2ccccc2[nH]1	1.2	16	18	39	0.6
27	CC(C)Nc1nc(Oc2ccc(Cl)cc2Cl)cc(C(F)(F)F)n1	1.1	9	0	27	0.7
28	Cc1ccc(S(=O)(=O)n2nc(C)cc2C)cc1	0.8	-6	6	10	0.9
29	COC(=O)c1cccc(NC(=O)CCCOc2ccccc2)c1	1	14	14	80*	0.2
30	Cc1[nH]n2c(=O)c3c(nc2c1-c1ccccc1)CCC3	1.4	-2	-6	-14	1.1
31	CCCn1c(=O)c2ccccc2n2c(SCC(=O)c3ccc(CC)cc3)nnc12	0.9	-2	-6	6	0.9
32	Cc1c(Br)c(=O)[nH]c(=O)n1COCc1ccccc1	1	9	3	11	0.9
33	CC1=C(C(=O)NC2CCCC(C)C2C)C2(CCCCC2)OC1=O (stereo not drawn)	1	-4	-5	18	0.8
34	CC(C)(O)c1cc(=O)sc2nc3ccccc3n12	.	5	-6	.	.
35	COc1cccc(-c2cc3nc4c(c(N5CCC6(CC5)OCCO6)n3n2)CCCC4)c1	1.6	-4	46*	25	0.8
36	COc1ccc(-c2cc(C(=O)NCCN3CCOCC3)c3ccccc3n2)c(OC)c1	1.2	0	12	-4	1

#	Pyk2 oligo antag	CYP2C9 inh	EphB4 ephrin blk	CYP2C9 act
25	0.29	22	-12	0.8
26	0.15	-8	-5	1.1
27	-0.21	48	-1	0.5
28	0.47	-26	0	1.3
29	1.6	59*	7	0.4
30	0.9	-1	-5	1
31	0.13	22	0	0.8
32	1.6	8	-6	0.9
33	.	10	-6	0.9
34	-0.05	.	4	.
35	-1.6	50	-5	0.5
36	0.34	-5	-2	1.1

Later entries.
#	smiles	PLAP activator	E coli WT exp	PostGolgi yeast	CYP2C19 inhib	CYP2C19 activ
37	CCOc1ccc(C(C)=O)cc1COC(=O)C1=COCCO1	1.8	-2	12	64*	0.4
38	CCOc1c(Br)cc(C2NS(=O)(=O)N=C3CCCCCN32)cc1OC (stereo not drawn)	1	5	12	68*	0.3
39	O=C(Cc1cccs1)NCc1ccc(F)cc1	1.1	6	7	22	0.8
40	CC(C)c1ccc(O)c(N)c1	1	0	-7	-16	1.2
41	COCCNc1nc2c(c(=O)n(C)c(=O)n2C)n1Cc1cccc(C(F)(F)F)c1	1.4	-2	-8	24	0.8
42	Cc1cc(C(=O)NNC(=S)NCC2CCCO2)cs1 (stereo not drawn)	2.2*	-3	-8	52*	0.5
43	COc1cc2c(C)nc3onc(-c4ccccc4)c3c2cc1OC	1	-20	-7	54*	0.5
44	Cc1noc(C)c1S(=O)(=O)Nc1ccc(C(=O)NCCc2ccccc2)cc1	1.1	11	-8	-1	1
45	CC(C)NC(=O)c1cc(-c2ccc(Br)cc2)on1	0.9	-2	-9	-9	1.1
46	COc1cc(OC)nc(Oc2ccccc2C(=O)Oc2ccc(F)cc2Cl)n1	0.9	-4	-1	33	0.7
47	CC1=C(C(=O)OCCOC(C)C)C(c2cccnc2)C2=C(CCCC2=O)N1 (stereo not drawn)	1.1	-2	-1	70*	0.3
48	Cc1cc2cc3c(cc2nc1SCC(=O)Nc1nc(C)c(C)s1)OCO3	0.9	0	23	6	0.9

#	Pyk2 oligo antag	CYP2C9 inh	EphB4 ephrin blk	CYP2C9 act
37	1.3	47	-2	0.5
38	0.14	66*	2	0.3
39	0.7	-10	5	1.1
40	-0.26	-13	.	1.1
41	0.21	6	-4	0.9
42	0.82	-21	-8	1.2
43	-1.1	77*	3	0.2
44	0.1	60*	-2	0.4
45	-0.62	3	2	1
46	-1.7	42	8	0.6
47	-0.29	56*	-5	0.4
48	0.16	15	0	0.9

(more compounds)
#	smiles	PLAP activator	E coli WT exp	PostGolgi yeast	CYP2C19 inhib	CYP2C19 activ
49	CCOc1ccccc1CN(Cc1ccco1)S(=O)(=O)c1ccc(-n2cnnn2)c(OC)c1	0.9	-14	2	94*	0.1
50	CC(C)(C)NC(=O)COC(=O)/C=C/c1ccccc1[N+](=O)[O-]	0.9	-5	-3	14	0.9
51	O=C(COc1ccc2ccccc2c1)NCCNC(=O)COc1ccc2ccccc2c1	0.5	-3	-2	38	0.6
52	O=C(CN(Cc1ccco1)C(=O)CNS(=O)(=O)c1ccccc1)NCc1ccc(F)cc1	1.3	-4	-8	61*	0.4
53	CC(C)C(=O)Nc1ccc(N2CCN(S(C)(=O)=O)CC2)cc1	0.8	3	2	-8	1.1
54	CCCCc1cc(=O)oc2c(CN3CCCC3)c(O)ccc12	1.5	5	4	-10	1.1
55	COc1ccc(N2C(=O)CC(N3CCC(C(N)=O)CC3)C2=O)cc1 (stereo not drawn)	1	3	-3	-29	1.3
56	O=C(CCCOc1ccccc1)Nc1cccc(C(=O)O)c1	1	-3	1	1	1
57	CNC(=O)Nc1cccc(C(F)(F)F)c1	.	9	10	.	.
58	COc1ccccc1C(CC(=O)Nc1nccs1)c1ccco1 (stereo not drawn)	0.8	-7	3	64*	0.4
59	Cc1cc(C)nc(/N=C2/NC(=O)CS2)n1	1.4	3	0	4	1
60	Cn1c2ccccc2c2cnn(CC(=O)O)c(=O)c21	0.9	-2	-13	1	1

#	Pyk2 oligo antag	CYP2C9 inh	EphB4 ephrin blk	CYP2C9 act
49	0.32	68*	1	0.3
50	-0.32	12	-1	0.9
51	0.39	33	-4	0.7
52	-0.28	62*	0	0.4
53	0.75	-6	-7	1.1
54	0.33	4	4	1
55	-0.68	-21	0	1.2
56	0.89	10	-1	0.9
57	-0.12	.	6	.
58	-0.7	55*	-4	0.5
59	-0.23	8	4	0.9
60	0.79	8	2	0.9

Following part:
#	smiles	PLAP activator	E coli WT exp	PostGolgi yeast	CYP2C19 inhib	CYP2C19 activ
61	COc1cc(CNc2ccc3c(c2)CCC3)cc(OC)c1O	1.2	9	-1	32	0.7
62	CCC1=NN(C(=O)Cc2ccc(OC)cc2)C(O)(C(F)(F)F)C1 (stereo not drawn)	1	6	1	53*	0.5
63	O=C(NCc1cccnc1)c1cccc(F)c1	1	8	-7	44	0.6
64	COCCN(CCOC)S(=O)(=O)c1ccc(OC)cc1	1.2	8	6	43	0.6

#	Pyk2 oligo antag	CYP2C9 inh	EphB4 ephrin blk	CYP2C9 act
61	-0.13	-3	0	1
62	0.65	10	3	0.9
63	0.25	-5	-10	1.1
64	1.4	-31	4	1.3
